Screening results as filed in PubChem.
CAL-PDZ inh HTS – untagged CAL PDZ binding inhibitors, primary screen, biochemical, fluorescence polarization, HTS | Golgi-associated PDZ and coiled-coil motif-containing protein (Homo sapiens), Q9HD26 | purified CAL PDZ, TMR-peptide fluorescence polarization, 1 h | inhibition, % at 24.9 µM | actives 0.92% (n = 300,000);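 active = mean inhibition of at least 30% with at least half of replicates also reaching 30%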;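 note: 0% = DMSO neutral control and 100% = excess unlabeled competitor peptide PRC23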
HTR5A inv ag – HTR5A inverse agonists in luminescence cell assay, primary screen, counter-screen for OPRM1-OPRD1 heterodimer inverse agonist project, full-deck HTS | HTR5A cell line, inverse agonism | actives 0.083% (n = 340,000) | 5-hydroxytryptamine receptor 5A (Homo sapiens), P47898 | inhibition, % at 9.3 µM; in the data active = inhibition mostly above about 23%, no sharp cut-off; inactive = mostly below about 18%;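 note: 0% = cells with DMSO and 100% = no-cell wells with DMSO; some compounds called inactive have numbers as strong as hits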
Target sequence (P47898 whole entry, looked up): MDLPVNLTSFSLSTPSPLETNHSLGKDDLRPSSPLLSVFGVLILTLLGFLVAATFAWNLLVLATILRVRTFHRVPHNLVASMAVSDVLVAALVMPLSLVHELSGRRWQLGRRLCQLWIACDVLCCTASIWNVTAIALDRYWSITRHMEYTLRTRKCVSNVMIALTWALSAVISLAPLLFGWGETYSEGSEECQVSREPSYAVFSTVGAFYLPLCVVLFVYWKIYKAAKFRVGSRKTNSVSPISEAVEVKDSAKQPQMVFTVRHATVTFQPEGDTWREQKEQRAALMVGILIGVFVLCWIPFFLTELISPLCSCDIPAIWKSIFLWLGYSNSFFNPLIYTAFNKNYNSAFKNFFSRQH
LANA DNA inh – inhibitors of KSHV C-LANA binding to DNA, primary screen, biochemical, fluorescence polarization, FAM-LBS DNA, MBP-C-LANA, single point. Kaposi's sarcoma herpesvirus LANA C-terminal domain (residues 932-1162) DNA binding. actives 0.078% (n = 340,000). inhibition, % at 9 µM. AID 504423, 2011;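 active = highest replicate inhibition at or above 60% at 9 µM, even if other replicates fall short; inactive = all replicates below 60% inhibition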;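 note: 0% = neutral control wells and 100% = 4 µM acridine orange control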
Keap1 Nrf2 FP – Keap1-Nrf2 protein-protein interaction inhibitors, primary screen, biochemical, fluorescence polarization, single point. Keap1 Kelch-Nrf2 peptide fluorescence polarization, 1536-well. inhibition, % at 9.4 µM. actives 0.15% (n = 340,000); in the data active = inhibition above about 12%;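 note: human Keap1 Kelch domain with fluorescein labeled Nrf2 9mer peptide probe; 0% = neutral control wells and 100% = peptide positive control; higher means more block of Keap1 binding to Nrf2 peptide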
Target sequence (Q14145 whole entry, looked up, the tested form may be a part): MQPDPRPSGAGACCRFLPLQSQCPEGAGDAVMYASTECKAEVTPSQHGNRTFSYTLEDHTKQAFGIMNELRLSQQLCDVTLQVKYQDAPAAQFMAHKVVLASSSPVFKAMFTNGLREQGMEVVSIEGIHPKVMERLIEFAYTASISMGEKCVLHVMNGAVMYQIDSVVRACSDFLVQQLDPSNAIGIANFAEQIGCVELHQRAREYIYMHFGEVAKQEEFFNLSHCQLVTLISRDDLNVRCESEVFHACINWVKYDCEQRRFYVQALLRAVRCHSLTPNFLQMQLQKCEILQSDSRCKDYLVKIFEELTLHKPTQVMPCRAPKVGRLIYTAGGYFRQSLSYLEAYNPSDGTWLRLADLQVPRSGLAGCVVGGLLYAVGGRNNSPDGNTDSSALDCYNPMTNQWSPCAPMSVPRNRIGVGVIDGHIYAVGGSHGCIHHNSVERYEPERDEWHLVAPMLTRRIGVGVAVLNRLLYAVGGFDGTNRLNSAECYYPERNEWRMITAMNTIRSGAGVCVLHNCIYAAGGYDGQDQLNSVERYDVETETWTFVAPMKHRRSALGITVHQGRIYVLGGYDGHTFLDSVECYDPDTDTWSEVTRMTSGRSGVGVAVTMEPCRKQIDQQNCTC
MOR-DOR ag – agonists of OPRM1-OPRD1 heterodimerization, primary screen, cell-based, luminescence; AID 504326, 2011; Mu-type opioid receptor (Homo sapiens) + Delta-type opioid receptor (Homo sapiens), …; cells; actives 0.3% (n = 340,000); activation, % at 9.3 µM; in the data active = activation above about 18%;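 note: 0% = vehicle-treated cells and 100% = reference agonist; values of inactives mirror those of a sister screen read the other way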
RTF Ca sens act – cardiac RTF calcium sensitivity activators, primary screen, biochemical, IANBD-TnC fluorescence, EC20 calcium; Troponin I, cardiac muscle (Homo sapiens) + Troponin T, cardiac muscle (Homo sapiens) + …; activation, % at 7.2 µM; AID 493008, 2010; IANBD-labeled TnC RTF fluorescence at EC20 calcium; 0% EC20 calcium, 100% full calcium; actives 0.24% (n = 340,000);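 active = activation above the mean over all tested compounds plus 3 SD, cut at about 30% in these data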;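 note: rise in fluorescence read as greater calcium sensitivity of cardiac thin filaments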
Cardiac RTF inh – cardiac RTF calcium sensitivity inhibitors, primary screen, biochemical, IANBD-TnC fluorescence, EC70 calcium; Troponin I, cardiac muscle (Homo sapiens) + Troponin T, cardiac muscle (Homo sapiens) + …; IANBD-labeled cardiac RTF, Ca2+ fluorescence; inhibition, % at 7.15 µM; actives 0.12% (n = 340,000);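 active = inhibition above the mean inhibition of all tested compounds plus 3 SD, cut at about 17% in these data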;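 note: assay run at fixed EC70 calcium of 1.6 mM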
V-ATPase pHluor – regulators of yeast V-ATPase proton pumping, primary screen, pHLuorin cytosolic pH fluorescence. S. cerevisiae. response, % at 10 µM. actives 0.37% (n = 350,000). AID 504577, 2011; in the data active = response mostly above about 7.3%, no sharp cut-off; inactive = mostly below about 5.4%; note: actives read high; inactives centre near 0; some compounds called inactive have numbers as strong as hits; reference of the scale not given here
MOR-DOR inv ag – inverse agonists of MOR-DOR heterodimerization, primary screen, cell-based, luminescence. Mu-type opioid receptor (Homo sapiens) + Delta-type opioid receptor (Homo sapiens), …. cell-based MOR-DOR heterodimer luminescence, inverse agonism. inhibition, % at 9.3 µM. actives 0.21% (n = 340,000); in the data active = inhibition above about 22%, passing the limit was not always enough;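 note: 0% = cells with DMSO and 100% = wells without cells with DMSO; values of inactives mirror those of a sister screen read the other way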
HTR5A ag – HTR5A agonists in luminescence cell assay, primary screen, counter-screen for OPRM1-OPRD1 heterodimer agonist project, full-deck HTS; actives 0.61% (n = 340,000); cell-based; activation, % at 9.3 µM; AID 504692, 2011; in the data active = activation mostly above about 9.5%, no sharp cut-off; inactive = mostly below about 7.6%;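 note: 0% = cells with vehicle only and 100% = reference agonist; strong numbers were not always called active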
Active calls of the source: *; . = no result given.

SMILES	CAL-PDZ inh HTS	HTR5A inv ag	LANA DNA inh	Keap1 Nrf2 FP	MOR-DOR ag	RTF Ca sens act	Cardiac RTF inh	V-ATPase pHluor	MOR-DOR inv ag	HTR5A ag
Cc1ccc(-c2nc(CSc3nc4ccccc4c(=O)n3CCO)cs2)cc1	-1	5	-1.0	-1	0.8	-1	-17	-2	-4	-2
O=C(NCc1cccs1)C1CCCN(c2ncccn2)C1 (configuration not stated)	-1	10	0.0	0	-2.4	0	-15	-1	12	-5
CC(=O)Nc1cc(C(=O)OC(C(=O)c2ccccc2)c2ccccc2)ccc1C (configuration not stated)	-1	15	-0.7	-1	-1.8	3	-4	0	9	-2
CCC(c1nnnn1Cc1ccco1)N(Cc1ccccc1OC)Cc1cc2cc(C)ccc2[nH]c1=O (configuration not stated)	8	-13	-0.9	2	2.2	1	-1	-1	-9	5
Cc1ccc(S(=O)(=O)NCC(=O)NCC2CCCCC2)cc1C	-29	-7	-2.1	3	-0.9	0	0	-3	6	3
CCSc1ccccc1C(=O)NCCCn1ccnc1	-3	11	0.2	-10	-2.2	0	1	-1	13	-4
COc1ccccc1-n1c(CNC(=O)c2ccco2)nnc1SCC(=O)Nc1cc(C)ccc1C	0	-9	1.6	-1	-0.1	-10	-2	-1	1	-3
CCCCCN(C(=O)CCC(=O)OCCOc1ccccc1)c1c(N)n(CCCC)c(=O)[nH]c1=O	-4	2	1.9	-1	-3.3	6	0	2	18	-1
CC1(C)CC2CC(C)(CN2C(=O)COC(=O)c2cccc([N+](=O)[O-])c2)C1 (configuration not stated)	0	-1	-0.6	-3	5.2	-1	-5	-3	-23	0
CC(NC(=O)c1cccc(S(=O)(=O)N2CCN(Cc3ccccc3)CC2)c1)c1ccc(Cl)cc1 (configuration not stated)	-1	8	-0.4	-3	1.8	-6	-3	0	-11	-3
CC(=O)Nc1ccc(NC(=S)NC(=O)C2CCCC2)cc1	-2	6	-0.2	0	-1.8	-1	-7	0	9	7
Cc1cccc(NC(=O)Nc2cccc(C)n2)n1	-3	-6	-0.7	-2	-1.6	2	-1	3	9	-1
CN(C)CCN(C(=O)c1ccc(S(=O)(=O)N(C)c2ccccc2)cc1)c1nc2cc3c(cc2s1)OCO3	5	15	0.4	-7	-2.3	-1	-4	-2	12	0
O=C(CSc1ccc(-c2ccco2)nn1)Nc1ccc(F)cc1	0	9	1.5	-5	1.3	-1	1	3	-4	0
Cc1ccc(-c2cc(C(=O)Nc3cc(C)on3)c3ccccc3n2)c(C)c1	.	19	0.6	-4	2.1	0	0	0	-13	-7
O=C(CCNC(=O)c1ccccc1Cl)NCCc1ccc(Cl)cc1	4	-1	-0.9	0	-2.5	-6	-4	-5	11	0
Cc1ccnc(NC(=O)c2cccc(NC(=O)CC3SC(N4CCCCC4)=NC3=O)c2)c1 (configuration not stated)	-1	6	1.5	2	-3.4	-1	-3	6	15	-3
COCCCn1c(SCC(=O)NC2CCCCC2)nc2ccccc2c1=O	-2	-4	0.4	3	-1.9	5	-8	-1	10	1
CCOC(=O)C1CCCN(S(=O)(=O)c2ccc3c(c2)CC(C)N3C(=O)C2CC2)C1 (configuration not stated)	-4	-8	1.2	1	-2.3	2	-2	-1	11	-2
Cc1cc(C(=O)O)ccc1-c1ccc(/C=C2\NC(=O)N(Cc3ccccc3Cl)C2=O)o1	7	1	12	-5	0.7	2	-11	0	-4	-1
Cc1ccccc1C(=O)Nc1ccccc1-c1nnn(CC(=O)Nc2ccc3c(c2)OCCO3)n1	-5	14	0.0	0	-0.5	0	-3	5	2	-5
CC(Oc1ccccc1)C(=O)N=C1SC2CS(=O)(=O)CC2N1Cc1ccc(F)cc1 (configuration not stated)	-5	-18	-0.3	2	-2.4	-2	-5	0	12	4
Cc1c(F)cccc1NS(=O)(=O)c1ccc2c(c1)c(=O)n(C)c(=O)n2C	-4	3	-0.8	1	-0.2	5	-4	-2	1	-1
COc1cccc(CC2(CO)CCCN(CC3=Cc4cc(Cl)ccc4OC3)C2)c1 (configuration not stated)	4	4	-0.2	-9	-1.2	5	-2	-1	6	-3
COc1ccccc1N(C)S(=O)(=O)c1ccc(C(=O)NC2=NCCS2)cc1	-2	-16	0.1	-4	-1.7	10	-3	1	10	-2
COc1ccc(NC(=O)c2ccco2)c([N+](=O)[O-])c1	-2	9	0.2	-1	1.9	2	-10	-12	-10	5
CCOC(=O)C(C)N1C(=O)S/C(=C\c2ccc(-c3ccccc3C(=O)O)o2)C1=O (configuration not stated)	-8	-18	37	-1	-2.2	-10	2	1	11	5
CC1(C)N(OCc2ccccc2)C(=O)C(=O)N(OCc2ccccc2)C1(C)C	.	-1	0.9	2	-3.0	-3	-7	4	16	1
COc1ccc(N=C2S/C(=C\c3ccco3)C(=O)N2CC(C)C)cc1	-2	15	-0.2	-5	-1.5	5	-4	2	8	1
O=C(Nc1ccc(CN2CCOCC2)cc1)c1cc(Br)ccc1Cl	7	5	-2.2	-4	-2.0	2	-4	-1	10	-1
Cc1nc(CCNC(=O)CC2C(=O)NCCN2Cc2ccccc2F)sc1C (configuration not stated)	0	-3	1.9	-4	-3.7	5	0	2	19	-10
CCC(CC)C(=O)N1CCN(Cc2nc3ccccc3c(=O)[nH]2)CC1	-3	6	-1.3	1	-3.9	-2	-8	-2	19	6
Cn1c(=O)c([N+](=O)[O-])c(NC2CCS(=O)(=O)C2)c2ccccc21 (configuration not stated)	8	3	-0.6	-5	-1.3	2	-5	4	6	-1
CC(C)(CNc1ccc([N+](=O)[O-])cc1C#N)N1CCOCC1	-3	-6	-1.0	-6	-3.8	-7	-2	2	17	3
Cn1c(CNC(=O)c2ccccc2F)nnc1SCCOc1ccccc1	-5	-17	-0.1	-2	-2.4	-3	-9	0	12	-2
O=C(COC(=O)c1cccnc1Cl)NCc1ccc(F)cc1	1	12	-5.1	-4	-3.5	0	-2	3	14	-4
O=C(CSc1ccccc1)OCC(=O)N1CCN(C(=O)c2ccco2)CC1	6	4	-0.5	-4	-3.2	1	5	-4	13	-2
CN(CCOc1ccccc1)C(=O)CCc1c[nH]c2ccccc12	1	-17	-0.3	-6	-1.7	3	0	-1	8	4
O=C(COC(=O)c1ccc(F)cc1Cl)NCc1ccco1	-1	4	0.2	-1	-1.1	1	-6	-4	7	-1
Cc1ccc(C)c(NC(=O)C(Sc2ncnc3ccccc23)c2ccccc2)c1 (configuration not stated)	-2	20	-0.9	0	-2.9	-4	3	4	15	0
Oc1c(N=NC(=S)Nc2ccccc2F)c2ccccc2n1Cc1ccccc1F	1	1	0.3	0	-2.9	5	-5	0	15	0

Entries from the list above that contain a furan ring, fused or not (9):
SMILES	CAL-PDZ inh HTS	HTR5A inv ag	LANA DNA inh	Keap1 Nrf2 FP	MOR-DOR ag	RTF Ca sens act	Cardiac RTF inh	V-ATPase pHluor	MOR-DOR inv ag	HTR5A ag
CCC(c1nnnn1Cc1ccco1)N(Cc1ccccc1OC)Cc1cc2cc(C)ccc2[nH]c1=O (configuration not stated)	8	-13	-0.9	2	2.2	1	-1	-1	-9	5
COc1ccccc1-n1c(CNC(=O)c2ccco2)nnc1SCC(=O)Nc1cc(C)ccc1C	0	-9	1.6	-1	-0.1	-10	-2	-1	1	-3
O=C(CSc1ccc(-c2ccco2)nn1)Nc1ccc(F)cc1	0	9	1.5	-5	1.3	-1	1	3	-4	0
Cc1cc(C(=O)O)ccc1-c1ccc(/C=C2\NC(=O)N(Cc3ccccc3Cl)C2=O)o1	7	1	12	-5	0.7	2	-11	0	-4	-1
COc1ccc(NC(=O)c2ccco2)c([N+](=O)[O-])c1	-2	9	0.2	-1	1.9	2	-10	-12	-10	5
CCOC(=O)C(C)N1C(=O)S/C(=C\c2ccc(-c3ccccc3C(=O)O)o2)C1=O (configuration not stated)	-8	-18	37	-1	-2.2	-10	2	1	11	5
COc1ccc(N=C2S/C(=C\c3ccco3)C(=O)N2CC(C)C)cc1	-2	15	-0.2	-5	-1.5	5	-4	2	8	1
O=C(CSc1ccccc1)OCC(=O)N1CCN(C(=O)c2ccco2)CC1	6	4	-0.5	-4	-3.2	1	5	-4	13	-2
O=C(COC(=O)c1ccc(F)cc1Cl)NCc1ccco1	-1	4	0.2	-1	-1.1	1	-6	-4	7	-1

Sorted by length of the SMILES (low to high): part of the list above
SMILES	CAL-PDZ inh HTS	HTR5A inv ag	LANA DNA inh	Keap1 Nrf2 FP	MOR-DOR ag	RTF Ca sens act	Cardiac RTF inh	V-ATPase pHluor	MOR-DOR inv ag	HTR5A ag
Cn1c(CNC(=O)c2ccccc2F)nnc1SCCOc1ccccc1	-5	-17	-0.1	-2	-2.4	-3	-9	0	12	-2
Cc1c(F)cccc1NS(=O)(=O)c1ccc2c(c1)c(=O)n(C)c(=O)n2C	-4	3	-0.8	1	-0.2	5	-4	-2	1	-1
CCOC(=O)C(C)N1C(=O)S/C(=C\c2ccc(-c3ccccc3C(=O)O)o2)C1=O (configuration not stated)	-8	-18	37	-1	-2.2	-10	2	1	11	5
